Compound activity: PubChem, SRMLSC
NADH coupling: inhibitors of PK/LDH coupling enzymes, profiling panel, artefact control, biochemical, MLSMR library; coupled PK/LDH NADH assays, four targets; IC50, µM (top dose mostly 10 µM), without a hit: top-dose inhibition; hit rate 0.02% among 65,000; AID 774, 2007;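 active = single-dose screening hits from any of four coupled enzyme assays that gave an IC50 when retested across doses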;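 note: the DPM-DC format reads NADH fluorescence rather than 340 nm absorbance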
Ecoli tolC: growth inhibitors of E. coli tolC mutant, primary screen, strain BW25113 ΔtolC::kan, 384-well; hit rate 2.2% among 65,000; growth inhibition, % at 10 µM (by protocol); OD615;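 active = growth inhibition at or above a cutoff equal to the mean over every tested compound plus 3 SD, cut at about 60% in these data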;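 note: growth measured after 20 h incubation at 37 °C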
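Signal: optical density read at 615 nm; Assay system: E. coli ΔtolC::kan strain BW25113; Times: 20 h incubation with compound, 37 °C; Dosing: 10 µM final, single dose.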
* marks the source's active call; other numbers are inactive results. Not all compounds are listed. The share of hits here may be higher or lower than overall.

SMILES	NADH coupling	Ecoli tolC
NCC(O)c1ccc(O)cc1 (centres undefined)	0%	-10
